BLM helicase inh: inhibitors of human Bloom syndrome helicase BLM; P54132; recombinant BLM DNA unwinding, fluorescence dequenching; Potency, µM (highest dose often 56.1 µM), for inactives: at the highest dose activity change, negative = inhibition, actives largely listed as inhibitors; 350,000 compounds, 0.2% hits; AID 2528;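 also: plate controls were vehicle for no effect and no enzyme for full effect; nearly all actives have a fitted effect of over 35% in size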
Anesthetic bind: candidate novel general anesthetic via apoferritin binding | Potency, µM (series often up to 77.5 µM), inactives show at the top dose activity change, negative = displacement, actives largely listed as inhibitors | apoferritin/1-aminoanthracene competitive binding, fluorescence | 350,000 compounds, 0.074% hits | AID 485281; also: % is scaled to controls: 0 for no effect and ±100 for the full control effect; nearly all actives have a fitted effect of over 20% in size
Target sequence (P02791 2-175 limits assumed): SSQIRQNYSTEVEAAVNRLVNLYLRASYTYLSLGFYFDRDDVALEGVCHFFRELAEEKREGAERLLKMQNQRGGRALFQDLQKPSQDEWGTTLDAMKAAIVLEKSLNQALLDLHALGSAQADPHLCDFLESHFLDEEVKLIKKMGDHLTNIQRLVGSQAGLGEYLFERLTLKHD
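Horse-spleen apoferritin (10 uM) was mixed with 50% saturated 1-aminoanthracene in PBS, exposed to compounds for 10 min at room temperature, and read for fluorescence (ex 380 nm, em 535 nm). Competitive displacement was fitted with a four-parameter Hill equation.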
APEX1 inh: APE1 (human) endonuclease inhibition | P27695 | recombinant APE1, TAMRA/BHQ-2 abasic DNA cleavage fluorescence | Potency, µM (doses to about 65.8 µM), for inactives: at the highest dose activity change, negative = inhibition, hits mostly inhibitors | 350,000 compounds, 0.35% hits | AID 2517;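 also: plate controls were vehicle for no effect and reference inhibitor for full effect; nearly all actives have a fitted effect of over 55% in size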
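Quantitative HTS: incision of a TAMRA/BHQ-2 double-stranded substrate bearing a tetrahydrofuran abasic site by 0.75 nM APE1 raises fluorescence. Substrate 50 nM final, added after 15 min compound preincubation at room temperature; progress as third-minus-first kinetic read difference.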
POLK inh: DNA polymerase kappa (human) inhibition | AID 588579 | 400,000 compounds, 0.53% hits | purified Pol kappa, fluorescent DNA synthesis assay, 10 min | Potency, µM (highest dose often 107 µM), for inactives: at the highest dose activity, negative = inhibition, most hits filed as inhibitors | Q9UBT6; also: % is scaled to controls: 0 for no effect and ±100 for the full control effect
Target sequence (Q9UBT6 whole entry, looked up): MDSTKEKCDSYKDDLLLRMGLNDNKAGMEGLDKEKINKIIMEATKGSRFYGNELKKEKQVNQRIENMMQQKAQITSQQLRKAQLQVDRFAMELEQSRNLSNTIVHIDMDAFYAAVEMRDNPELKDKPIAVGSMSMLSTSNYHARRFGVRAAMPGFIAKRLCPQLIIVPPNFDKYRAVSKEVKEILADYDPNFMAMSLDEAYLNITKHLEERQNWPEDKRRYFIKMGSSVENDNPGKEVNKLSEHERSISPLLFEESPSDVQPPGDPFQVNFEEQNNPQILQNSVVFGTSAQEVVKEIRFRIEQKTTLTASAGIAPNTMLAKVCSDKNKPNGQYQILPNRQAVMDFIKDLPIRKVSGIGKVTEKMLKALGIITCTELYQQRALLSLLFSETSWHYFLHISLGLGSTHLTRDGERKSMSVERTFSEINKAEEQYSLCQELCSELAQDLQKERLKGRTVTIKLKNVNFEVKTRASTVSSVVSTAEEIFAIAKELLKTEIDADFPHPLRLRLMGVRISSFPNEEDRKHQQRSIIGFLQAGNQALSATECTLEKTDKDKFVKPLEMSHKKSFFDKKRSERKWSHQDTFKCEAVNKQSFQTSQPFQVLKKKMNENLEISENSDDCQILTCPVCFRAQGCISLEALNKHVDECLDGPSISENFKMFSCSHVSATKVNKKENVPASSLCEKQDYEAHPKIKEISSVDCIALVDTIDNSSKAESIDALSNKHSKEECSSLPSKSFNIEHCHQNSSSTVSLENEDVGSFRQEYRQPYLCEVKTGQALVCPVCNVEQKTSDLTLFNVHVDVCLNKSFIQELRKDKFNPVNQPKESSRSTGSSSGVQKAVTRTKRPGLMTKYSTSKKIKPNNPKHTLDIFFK
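Pol kappa 10 nM + cpd, 15 min RT; start w/ substrate 50 nM final; fluorescence kinetic read, 0 and 10 min. Neg ctrl: buffer, no enzyme.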
BAZ2B block: inhibitors of human BAZ2B bromodomain. 360,000 compounds, 4.4% hits. AID 504333. AlphaScreen BAZ2B-H3K14Ac peptide displacement. Potency, µM (titrated, usually from 114 µM), inactives show at the top dose activity change, negative = inhibition, usual class: inhibitors. Q9UIF8; also: % is scaled to controls: 0 for no effect and ±100 for the full control effect; nearly all actives have a fitted effect of over 60% in size
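Complex of BAZ2B and biotin-H3K14Ac (50 nM apiece) forms over 30 min at RT, then faces library compounds up to 110 uM for another 30 min; AlphaScreen beads added, 20 min dark incubation, luminescence read.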
POLI inh: inhibitors of human DNA polymerase iota; Q9UNA4; Pol iota fluorescent replication assay, 10 min; Potency, µM (titrated, usually from 115 µM), for the others: top-dose activity, negative = inhibition, usual class: inhibitors; 390,000 compounds, 1% hits; AID 588590
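Fluorescent replication assay read twice, at 0 min and 10 min after adding 50 nM (final) substrate. Enzyme (10 nM) and compounds were first incubated 15 min at room temperature; enzyme-free buffer wells were negative controls.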
POLH inh: blocks human DNA polymerase eta activity; recombinant Pol eta, fluorescent DNA replication assay; Potency, µM (doses to about 114 µM), for the others: top-dose activity change, negative = inhibition, hits mostly inhibitors; 390,000 compounds, 1.2% hits; AID 588591; also: % is scaled to controls: 0 for no effect and ±100 for the full control effect
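Pol eta (10 nM) was preincubated with compounds for 15 min at room temperature, after which fluorescent replication substrate (50 nM final) was added to start the reaction. Fluorescence was read kinetically at 0 and 10 min.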
POLB inh: blocks human DNA polymerase beta activity. P06746. Pol beta primer extension/strand displacement, fluorescence kinetic. Potency, µM (series often up to 114 µM), for inactives: at the top dose activity change, negative = inhibition, usual class: inhibitors. 340,000 compounds, 1.3% hits. AID 485314; also: % is scaled to controls: 0 for no effect and ±100 for the full control effect
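Homogeneous kinetic assay of primer extension and strand displacement by 10 nM Pol beta, preincubated 15 min at room temperature with compound before 50 nM substrate (final) was added. Read at 0 and 10 min; four-parameter Hill fit.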
G9a block: blocks human histone lysine methyltransferase G9a. G9a H3K9 monomethylation, AlphaScreen, 2 h. 350,000 compounds, 8.8% hits. Potency, µM (titrated, usually from 102 µM), for the others: at the highest dose activity, negative = inhibition, actives largely listed as inhibitors; also: % is scaled to controls: 0 for no effect and ±100 for the full control effect; nearly all actives have a fitted effect of over 75% in size
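Enzyme 20 nM + cpd, 15 min RT; add b-H3K9 pep 500 nM / SAM 20 uM; 2 h RT; anti-H3K9me1 Ab 0.5 ug/mL + SA donor / anti-rabbit acceptor beads 20 ug/mL each, 10 min; AlphaScreen read.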
Starred values were filed as active, the others as inactive; ? = inconclusive; . = not tested or not shown; & = joins results of further samples; [ ] = dose if it differs, or a comment. Calls follow the shape of the dose curve; as a rule, active = well fitted curve in the direction sought with a large enough effect; inconclusive = small, poorly fitted or top-dose-only effect, or another doubt; inactive = no such curve, though single readings can be large; an effect the other way counts as inactive or inconclusive. Potency is read from the fitted curve at half-maximal effect.

SMILES	BLM helicase inh	Anesthetic bind	APEX1 inh	POLK inh	BAZ2B block	POLI inh	POLH inh	POLB inh	G9a block
CC1CCCN(C(C(=O)NC2CCCCC2)c2cc3c(cc2[N+](=O)[O-])OCO3)C1 (configuration not stated)	-30%	?	7%	-28%	?	22%	-11%	?	-30%[59 µM]
O=c1cc(-c2ccccc2)c2cc(Cl)ccc2[nH]1	-3%	-3%	31%	-4%	-17%	9%	-5%	0%	10%
Cc1ccc(CNC(=O)c2ccc(Cn3c(SCc4ccccc4F)nc4cccnc43)cc2)cc1	-7%	?	.	-9%	1%	-11%	-13%	-28%	-3%[59 µM]
Cc1ccc(NC(=O)C2CCCN2C(=O)Oc2ccccc2)c(C)c1 (configuration not stated)	-1%	-4%	2%	8%	-9%	122%[activator]	-17%	0%	.
Cc1cc(C)cc(C(N)=Nc2cccc(C#N)c2)c1	1%	-3%	-13%	2%	1%	59%[activator]	-15%	45%	10%[2.33 µM]
Cc1ccc(CNC(=O)C2CC(c3cccc([N+](=O)[O-])c3)=NO2)o1 (configuration not stated)	-2%	?	0%	-4%	-37%	-6%	1%	9%	4%[59 µM]
CC(=O)Nc1ccc(S(=O)(=O)N(Cc2ccccc2)c2ccccn2)cc1	-1%	-5%	16%	-5%	10%	19%	-13%	5%	40%[activator]
N#Cc1ccc(NC(=O)Cn2cnc(S(=O)(=O)N3CCOCC3)c2)cc1	1%	1%	53%	-3%	-10%	11%	-16%	-31%	25%
Cc1ccnn1Cc1cc(C(=O)O)c2ccccc2n1	-6%	-1%	0%	0%	-21%	13%	-9%	0%	-24%
COc1ccc(C)cc1NC(=O)C(OC(=O)C1=NNC(=O)CC1)c1ccccc1 (configuration not stated)	.	.	12%	1%	.	-15%	-13%	.	.
CCOC(=O)NC(Nc1nnc(SCC)s1)(C(F)(F)F)C(F)(F)F	1%	-3%	1%	-11%	-7%	5%	-13%	-28%	-29%[12.7 µM]
Cc1cc(C)n(C(C)CC(=O)NCc2ccc(Cl)cc2)n1 (configuration not stated)	-1%	-4%	.	-7%	-4%	6%	-5%	-16%	11%[59 µM]
CC1CCN(C(=O)Cn2cc(SCC(=O)NCc3ccc(F)cc3)c3ccccc32)CC1	-1%	-15%	.	-24%	-20%	5%	-8%	3%	-7%[59 µM]
O=c1c(-c2cccs2)nc2cncnc2n1Cc1ccc(F)cc1	3%	.	16%	-4%[60.1 µM]	.	.	.	.	4%[0.501 µM]
COc1cc(NC(=O)COc2ccccc2)ccc1NC(=O)c1ccco1	-3%	140%[activator]	1%	-6%	-20%	52%[activator]	-12%	35%	28%
CCN1CC(c2ccccc2)C(c2ccc(Cl)cc2)=N1 (configuration not stated)	0%	-3%	7%	-4%	-12%	6%	-22%	35%	16%[59 µM]
CCCCn1c(C)cc2c(c1=O)[C@H]1O[C@](CCCC)(Cc3cc(OC)c(OC)cc31)O2	-1%[12.4 µM]	8%[15.3 µM]	0%[12.4 µM]	.	-5%[22.9 µM]	.	.	22%[22.9 µM]	-9%[2.33 µM]
Cc1ccc(-n2cc(CN3CCC(CO)(Cc4ccccc4)CC3)cn2)cc1	6%	-8%	10%	.	-1%	.	.	4%	.
Cc1ccc2c(c1)C1C3CCC(C3)C1S(=O)N2 (configuration not stated)	-2%	?	-1%	-6%	4%	-9%	-9%	2%	-2%[59 µM]
CCN(CC)c1ccc2cc(-c3nnc(-c4cccc(Cl)c4)o3)c(=O)oc2c1	-17%	50%[activator]	.	?	-3%	89µM*	-18%	31%	11%[59 µM]
Cn1c(=O)n(C)c2cc(NS(=O)(=O)c3ccc(C(C)(C)C)cc3)ccc21	-2%	?	-2%	0%	-3%	20%	-6%	-1%	?
CCC1(c2ccccc2)NC(=O)N(CC(=O)N(C)Cc2ccccc2)C1=O (configuration not stated)	2%	-10%	-15%	-4%	1%	55%[activator]	-16%	16%	36%[activator]
COc1cc(C2C(=O)N(C3CCCC3)CC(=O)N2Cc2ccco2)ccc1OC(C)C (configuration not stated)	-3%	-11%	0%	-8%	-32%	-2%[58.9 µM]	-11%	1%	79µM*
O=C1CC(=O)CC(c2ccccc2)C1	-1%	-5%	13%	-2%	11%	-9%	3%	15%	1%
COc1ccc(NC2CCN(C3CC(=O)N(c4ccc(F)c(Cl)c4)C3=O)CC2)cc1 (configuration not stated)	-4%	-9%	-3%	-31%	45µM*	-5%	-18%	-8%	?

2 entries from above, reformatted:
Under each structure – BLM helicase inh, Anesthetic bind, APEX1 inh, POLK inh, BAZ2B block, POLI inh, POLH inh, POLB inh, G9a block
> O=c1cc(-c2ccccc2)c2cc(Cl)ccc2[nH]1
→ -3%, -3%, 31%, -4%, -17%, 9%, -5%, 0%, 10%
> Cc1ccc(CNC(=O)c2ccc(Cn3c(SCc4ccccc4F)nc4cccnc43)cc2)cc1
→ -7%, ?, ., -9%, 1%, -11%, -13%, -28%, -3%[59 µM]

The list goes on:
SMILES	BLM helicase inh	Anesthetic bind	APEX1 inh	POLK inh	BAZ2B block	POLI inh	POLH inh	POLB inh	G9a block
O=C(CCCc1nc2ccccc2s1)N1CCN(S(=O)(=O)c2cccs2)CC1	-1%	-12%	-5%	1%	-9%	?	2%	-21%	-29%[59 µM]
CCOc1ccc(CCNC(=O)c2cc3cc4ccc(OC)cc4nc3s2)cc1OCC	-9%	-4%	.	14%	5%	24%	-15%	1%	1%[59 µM]
CCCCOc1ccc(N2C(=O)CC(NCc3ccncc3)C2=O)cc1 (configuration not stated)	-17%	?	19%	1%	0%	11%	-9%	100%	-11%
COCC(C)NC(=O)c1cc(-c2cccc(OC)c2)on1 (configuration not stated)	-2%	-10%	-4%	0%	2%	22%	-8%	7%	-10%[59 µM]
CCOC(=O)C1Oc2ccccc2C(c2ccc(C)cc2)=C1C(=O)OC (configuration not stated)	-11%[75.6 µM]	-19%[110 µM]	20%&-5%	0%&-13%	.	21%	-16%	.	69%[activator]
O=C(CSc1nc(C2CCCCC2)nc2ccccc12)NCc1ccco1	-10%	-11%	13%	-11%	-37%	84%[activator]	-7%	-1%	.
Cc1ccc(CCNC(=O)c2ccc(CNS(=O)(=O)c3ccc(F)cc3)cc2)cc1	-2%	0%	.	-11%[60.1 µM]	4%	10%	7%	0%	1%[59 µM]
CCC1(CC)C(=O)C2=C3C1[C@H](C(=O)OC)C=C(C(=O)OC)C[C@H]3n1c(=O)n(C)c(=O)n1[C@H]2C (some centres not stated)	5%	1%	1%	-1%&-5%	.	-14%&-16%	-4%	.	.
COC(=O)c1ccc(CNC(=O)c2ccc(OCC(=O)N3CCOCC3)c(OC)c2)cc1	.	.	19%	6%	11%	-18%	-1%	.	-25%
N#Cc1c(-c2ccccc2)cc(-c2ccc3c(c2)OCO3)[nH]c1=O	.	.	35%	2%	-1%	17%	-15%	.	11%[59 µM]
CC(C)C(=O)NC(=S)Nc1ccccc1C(=O)Nc1ccccc1	-2%	-5%	-1%	-4%	-1%[57.1 µM]	19%	14%	16%	6%
COC(=O)c1ccccc1NC(=O)CSc1nncn1C	-5%	1%	13%	-11%	-6%	-1%	-1%	35%	29%
CSc1ccccc1C(=O)C1CCCN(C(=O)CCc2cccnc2)C1 (configuration not stated)	-13%	-2%	1%	2%	-3%	1%	-15%	5%	-3%
COc1ccc(NC(=O)C2C(=O)NC3(C)CC2c2ccccc2O3)cc1 (configuration not stated)	-2%	-11%	-7%	-19%	-8%	6%	1%	16%	-11%
O=C(c1ccc(Cl)c(Cl)c1)N1CCC(=O)N(C(COCc2cccc(C(F)(F)F)c2)Cc2ccccc2)CC1 (configuration not stated)	-11%	0%	7%	-15%	-27%	-6%	-15%	-1%	50µM*
O=C(CCNS(=O)(=O)c1cccc2nonc12)Nc1ccc(Cl)cc1	-3%	-1%	6%	-8%	-5%	35%[activator]	-20%	1%	8%
COc1ccc(C2=NCCn3cccc32)c(OC)c1	0%	2%	3%	-3%	4%	1%	-10%	-5%	2%
COc1ccc(-c2c(C3C4C=CCCC4(C)C(=O)N3Cc3ccccc3)ccc3ccccc23)cc1OC (configuration not stated)	-9%	-9%	-9%	-1%	.	-6%	.	.	.
CCOC(=O)c1ccc(NC(=O)CSc2n[nH]c(-c3ccncc3)n2)cc1	2%	-7%	0%	-24%	1%	-7%	-14%	0%	?
CCN(CC)S(=O)(=O)c1ccc(-c2nnc(SCC(=O)Nc3cc(OC)cc(OC)c3)o2)cc1	-6%	-17%	-1%	-2%	3%	28%	-14%	9%	-3%[59 µM]
CCc1nnc(NC(=O)c2ccc(Cl)nc2)s1	-4%	-14%	0%	-16%	-27%	7%	-5%	-15%	?
CCOc1cc2[nH]c(=S)n(CCC(=O)NCc3ccco3)c(=O)c2cc1OCC	-15%	-1%	2%	4%	2%	36%[activator]	-24%	11%	-17%
NC(=O)c1ccccc1NC(=O)COc1ccc2c(c1)OCO2	-3%	-15%	16%	-11%	0%	2%	8%	37%	-3%
O=C(COC(=O)c1ccc(O)cc1O)Nc1cc(-c2ccccc2)nn1-c1ccccc1	.	.	-16%	-9%	9%	6%	-3%	.	-27%
CCN(CC)S(=O)(=O)c1cc(C(=O)Oc2ccccc2OC)ccc1OC	-5%	2%	-2%	-6%	.	1%	-18%	-20%	4%[59 µM]
COc1ccc(CCNC(=O)CCCCCn2c(SCC(N)=O)nc3cc4c(cc3c2=O)OCO4)cc1OC	-1%&1%	-3%&1%	1%	-6%	0%	127%&15%[activator]	-11%&-14%	7%&8%	11%
O=C1NC2(CCCCCCC2)C(=O)N1Cc1ccc(F)cc1	-4%	-4%	5%	-17%	0%	38%[activator]	-4%	4%	-1%
CCCS(=O)(=O)n1nc(-c2ccc(OC)cc2OC)cc1N	3%	-3%	3%	-7%	-2%	-7%	-10%	13%	-7%[59 µM]
CCOc1ccc(OCC)c(NC(=O)c2ccc(-c3ccccc3)s2)c1	-4%	-21%	.	-4%	6%	1%	.	0%	22%[59 µM]

Compound activity deposited in PubChem by National Center for Advancing Translational Sciences (NCATS).

These rows are one share of the data; the hit share may differ from the screen's.
